Bioassay records deposited in PubChem by several laboratories.
M4 antag: antagonists of human muscarinic M4 receptor (CHRM4) | P08173 | CHO-hM4 cells, ACh EC80, Fluo-8 calcium fluorescence | inhibition, % at 3 µM | 0.73% of 360,000 active | AID 624125;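 active means inhibition above its plate's cutoff, the mean inhibition of sample wells plus 3 SD, cut at about 27% in these data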;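 further: 0% = acetylcholine EC80 with DMSO and 100% = DMSO without agonist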
Target sequence (P08173 whole entry, looked up): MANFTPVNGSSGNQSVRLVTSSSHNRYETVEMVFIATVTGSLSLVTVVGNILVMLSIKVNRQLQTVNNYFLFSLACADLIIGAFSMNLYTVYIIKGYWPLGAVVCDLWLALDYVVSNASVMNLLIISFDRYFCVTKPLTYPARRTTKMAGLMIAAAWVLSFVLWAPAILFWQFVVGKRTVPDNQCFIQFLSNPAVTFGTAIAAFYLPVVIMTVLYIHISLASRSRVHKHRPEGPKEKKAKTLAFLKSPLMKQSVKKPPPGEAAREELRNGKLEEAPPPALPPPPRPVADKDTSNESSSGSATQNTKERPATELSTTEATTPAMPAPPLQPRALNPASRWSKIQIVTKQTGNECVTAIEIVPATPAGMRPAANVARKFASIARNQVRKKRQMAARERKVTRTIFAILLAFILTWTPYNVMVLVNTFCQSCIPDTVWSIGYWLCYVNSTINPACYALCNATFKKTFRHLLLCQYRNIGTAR
M5 antag: blocks acetylcholine activation of human M5 receptor; inhibition, % at 3 µM; P08912; 0.59% of 360,000 active; CHO-hM5 cells, Fluo-8 calcium fluorescence, ACh EC80;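 active means inhibition above a per-plate cutoff, the mean of that plate's test compounds plus 3 SD, cut at about 27% in these data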;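 further: 0% = acetylcholine EC80 with DMSO and 100% = DMSO without agonist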
Target sequence (P08912 whole entry, looked up): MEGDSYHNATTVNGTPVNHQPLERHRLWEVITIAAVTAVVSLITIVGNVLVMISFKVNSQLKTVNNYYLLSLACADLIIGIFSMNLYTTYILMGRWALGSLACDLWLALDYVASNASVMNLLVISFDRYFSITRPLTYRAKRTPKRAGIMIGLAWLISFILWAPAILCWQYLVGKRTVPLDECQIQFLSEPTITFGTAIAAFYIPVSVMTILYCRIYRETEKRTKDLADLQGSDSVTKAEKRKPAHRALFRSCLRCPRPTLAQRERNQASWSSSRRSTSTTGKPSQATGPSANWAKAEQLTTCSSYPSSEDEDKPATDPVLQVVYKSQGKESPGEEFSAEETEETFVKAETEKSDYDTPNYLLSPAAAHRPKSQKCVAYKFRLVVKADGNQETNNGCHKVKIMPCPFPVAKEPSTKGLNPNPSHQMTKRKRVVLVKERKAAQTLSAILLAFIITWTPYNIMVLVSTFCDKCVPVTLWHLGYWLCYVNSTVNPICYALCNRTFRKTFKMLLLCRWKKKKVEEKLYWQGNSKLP
CHRM5 PAM: positive allosteric modulators of human muscarinic M5 receptor; P08912; CHO-K1 hM5, Fluo-8 calcium, ACh EC20 PAM; 0% = ACh EC20, 100% = ACh EC100; activation, % at 3 µM; 0.3% of 360,000 active;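 active means activation above the run cutoff, the mean activation of all test compounds plus 3 SD, cut at about 18% in these data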
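Replicates: One well per compound, no replicates | System: Human M5 receptor in CHO-K1 cells | Benchmarks: Low control EC20 acetylcholine (0%), high control EC100 acetylcholine (100%) | Probe or stimulus: Acetylcholine, EC20 level | Times: Fluo-8 loading 80 min at 37 °C plus 30 min room temperature | Signal: Intracellular calcium via Fluo-8 fluorescence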
CRFR2-BP antag: CRF-BP/CRF-R2 complex antagonism. HEK293 CRF-R2/CRF-BP, CRF-induced calcium fluorescence. inhibition, % at 11.8 µM. 0.59% of 350,000 active;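 active means inhibition of the ligand-induced calcium signal above about 50% at the single tested concentration, limit read from the data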
CRFBP-R2 agonist: CRF-BP/CRF-R2 complex agonism. HEK293 CRF-R2/CRF-BP, calcium dye fluorescence (FLIPR); percent of saturating CRF peptide response. activation, % at 13.2 µM. 0.46% of 350,000 active. AID 588473;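 active means activation of at least 50%, plus an integration ratio under a set limit after plate pattern correction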;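 further: plate controls were neutral control wells without compound for no effect and CRF at EC100 for full effect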
M1 PAM: potentiates human M1 receptor response to acetylcholine; P11229; CHO-K1 hM1, Fluo-8 calcium fluorescence, ACh EC20; 0% = ACh EC20, 100% = maximal ACh; activation, % at 3 µM; 0.088% of 360,000 active; AID 588819; in the data active means activation above about 19%, passing the limit was not always enough
CHRM5 agonist: CHRM5 agonism in calcium assay. P08912. 0.19% of 360,000 active. activation, % at 3 µM. CHO-K1 hM5 cells, Fluo-8 calcium fluorescence; 0% DMSO wells, 100% maximal acetylcholine response. AID 624037;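 active means activation above the run's mean over test compounds plus 3 SD, cut at about 23% in these data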;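 further: signal is peak over basal fluorescence ratio across the kinetic read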
M4 ag: agonists of human muscarinic M4 receptor (CHRM4). P08173. CHO-K1 hM4/Gqi5, Fluo-8 calcium fluorescence; vehicle 0%, full acetylcholine response 100%. activation, % at 3 µM. 0.14% of 360,000 active;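 active means activation above the run mean over all test wells plus 3 SD, cut at about 32% in these data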;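 further: peak over basal fluorescence ratio per well then scaled between controls; 0% = DMSO wells and 100% = acetylcholine at EC100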
CHRM4 PAM: CHRM4 positive allosteric modulation; activation, % at 3 µM; 0.4% of 360,000 active; CHO-K1 hM4/Gqi5, Fluo-8 calcium fluorescence, ACh EC20; 0% = ACh EC20, 100% = maximal ACh; P08173;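 active means activation above its plate's cutoff, the mean activation of sample wells plus 3 SD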; further: some results filed as inactive read as strong as hits
Starred values were filed as active, the others as inactive; / = not tested or not shown.

no.	structure	CRFR2-BP antag	CRFBP-R2 agonist	M5 antag	M1 PAM	CHRM4 PAM
1	COc1ccc(C(c2nnnn2Cc2cccs2)N2CCN(c3ccccc3F)CC2)cc1OC (configuration not stated)	3	1.7	-5	4	10
2	CCN1CCN(c2ccc(S(=O)(=O)N3CCOCC3)cc2NC(=O)COc2ccc(F)cc2Cl)CC1	-9	1.3	17	2	-3
3	O=C(COC(=O)c1cc([N+](=O)[O-])ccc1Cl)NC1CCCC1	5	0.0	7	6	-4
4	CC(/C=N/Nc1nc(N2CCCCC2)nc(N2CCCCC2)n1)=C\c1ccccc1	-13	-0.5	3	7	0
5	COC1CCCN(C(=O)c2ccc(OC3CCN(S(=O)(=O)N(C)C)CC3)cc2)C1 (configuration not stated)	5	-1.8	7	-10	-3
6	CCOC(=O)C1C(c2ccc(O)c(OC)c2)NC(=O)NC1(O)C(F)(F)F (configuration not stated)	0	-0.2	9	6	9
7	CC(C)C[C@@H](CO)NC(=O)CC[C@H](NC(=O)OC(C)(C)C)C(=O)N(Cc1ccccc1)Cc1ccccc1	-6	-0.4	16	-4	-7
8	Cc1cccc(OCC(=O)NCc2ccc(F)cc2)c1	4	-2.0	-6	6	-2
9	CC1CCC(NC(=O)c2cc3c(s2)CS(=O)(=O)C3)CC1 (configuration not stated)	4	3.3	1	4	5
10	C/C(CC(=O)NCc1ccco1)=N\NC(=O)Cc1ccccc1	-9	-0.3	2	4	-3

no.	CHRM5 PAM	M4 antag	CHRM5 agonist	M4 ag
1	9	-8	-6	1
2	-3	3	-5	2
3	-2	-1	-3	0
4	2	-1	2	0
5	-9	-3	-1	3
6	5	-6	-2	1
7	-12	14	0	2
8	6	0	-6	-1
9	-2	7	-1	0
10	-1	-1	-2	0

no.	structure	CRFR2-BP antag	CRFBP-R2 agonist	M5 antag	M1 PAM	CHRM4 PAM
11	CC(C)(C)c1ccc(C(=O)NCCNC(=O)c2ccco2)cc1	-5	-0.1	21	6	-4
12	COc1ccc(OC)c(C2C(C(C)=O)=C(O)C(=O)N2CCC(=O)O)c1 (configuration not stated)	-4	0.7	0	0	0
13	CC(=O)C1C(=O)c2c(cccc2[N+](=O)[O-])C1=Nc1cccc(Cl)c1 (configuration not stated)	-1	-0.4	8	8	20
14	CC#CC(=O)N1CCC(n2nccc2NC(=O)CCc2ccccc2)CC1	-7	0.9	2	6	-4
15	CC(C)OC(=O)/C(=C\c1ccc2c(c1)c1ccccc1n2C)NC(=O)c1ccccc1	-1	-0.6	17	-4	-9
16	CCOC(=O)C(C)Oc1cccc2c(=O)n(CC(=O)NCCc3ccc(OC)c(OC)c3)ccc12 (configuration not stated)	-7	-5.2	3	5	5
17	CCn1cc(S(=O)(=O)NC(C)c2cc(OC)ccc2OC)cn1 (configuration not stated)	0	0.8	5	9	7
18	CCC(C)NS(=O)(=O)c1ccc(NC(=O)C(Sc2ccccc2)c2ccccc2)cc1 (configuration not stated)	-13	1.0	5	-7	-20
19	O=C(COc1cccc2cccnc12)N1CCc2ccccc21	6	1.2	0	10	7
20	CC(C)NC(=O)N(C)C[C@H]1Oc2ccc(NC(=O)Cc3ccccc3)cc2C(=O)N([C@H](C)CO)C[C@@H]1C	-16	4.6	3	16	8

no.	CHRM5 PAM	M4 antag	CHRM5 agonist	M4 ag
11	-4	-5	-2	2
12	1	1	4	0
13	1	-10	-3	0
14	-3	-6	-1	1
15	-11	6	-2	7
16	-1	-7	1	2
17	-3	-2	-4	0
18	-8	1	1	2
19	1	-8	-3	1
20	-1	-18	-1	1

no.	structure	CRFR2-BP antag	CRFBP-R2 agonist	M5 antag	M1 PAM	CHRM4 PAM
21	COc1cccc(C2/C(=C(\O)c3ccc4c(c3)OCCO4)C(=O)C(=O)N2Cc2cccnc2)c1 (configuration not stated)	-9	1.0	-2	2	14
22	COc1ccc(OC)c(N(CC(=O)Nc2cccnc2)S(=O)(=O)c2ccccc2)c1	-4	-0.9	2	1	-4
23	CC(=O)c1c(-c2ccccc2)[nH]c2ccccc12	4	0.5	17	2	-4
24	CN(C)C(CNS(=O)(=O)c1ccc2ccccc2c1)c1ccccc1 (configuration not stated)	-10	-0.4	-2	2	-3
25	COc1ccc(NC2CCCN(C(=O)CCC(=O)c3ccc(F)cc3)C2)cc1 (configuration not stated)	-12	-2.7	17	-6	-12
26	COc1cccc(NC(=O)Cn2c(=O)n(C)c(=O)c3sc4c(c32)COC(C)(C)C4)c1	-11	-0.7	-13	3	-2
27	NC(=O)c1ccsc1NC(=O)CCS(=O)(=O)c1ccc(F)cc1	-1	1.0	13	-5	-7
28	CCOc1ccc(C(=O)N2CCN(c3ccccc3)CC2)cc1	9	-0.7	0	12	-1
29	Cc1ccc(C2(C)NC(=O)N(CC(=O)N3CCN(S(=O)(=O)c4cccc([N+](=O)[O-])c4)CC3)C2=O)cc1 (configuration not stated)	-3	-0.9	4	-1	-6
30	Cc1oc(-c2cccs2)nc1CS(=O)CC(=O)NCCCN1CC(C)CC(C)C1 (configuration not stated)	8	-4.2	0	-5	-7

no.	CHRM5 PAM	M4 antag	CHRM5 agonist	M4 ag
21	-1	-22	-3	0
22	-7	-13	2	11
23	-10	-1	-1	7
24	0	-15	-2	4
25	-10	9	-1	7
26	3	-6	0	3
27	-10	4	5	7
28	-2	3	-3	1
29	-2	20	0	2
30	2	-4	-2	0

no.	structure	CRFR2-BP antag	CRFBP-R2 agonist	M5 antag	M1 PAM	CHRM4 PAM
31	O=C(c1ccccc1)N1CCN(C2CC(=O)N(CCc3ccccc3)C2=O)CC1 (configuration not stated)	2	2.2	12	10	16
32	O=C(CCNc1ccc(F)cc1)c1cc2ccccc2o1	5	-3.6	1	8	-5
33	CC(=O)c1nn(-c2ccccc2)cc1C(=O)c1cccc(Br)c1	0	-2.1	3	10	-2
34	O=C(Nc1nnc(-c2ccco2)o1)C1CCCCC1	-1	0.6	6	3	5
35	CCCCSc1nc2ccccc2n1CC(=O)O	-4	1.8	-2	4	3
36	CCOC(=O)CSc1nnnn1-c1cccc2ccccc12	10	3.4	8	-1	-1
37	O=C(Nc1ccc2nn(-c3ccccc3)nc2c1)c1ccc2c(c1)OCO2	1	5.7	-6	7	5
38	Cc1ccc(S(=O)(=O)N(C)C)cc1NC(=O)C1CCN(C(=O)Nc2ccccc2)CC1	-3	-0.6	3	7	2
39	COc1ccc(C(=O)CSc2nnc(-c3cc(C)on3)o2)cc1	-17	3.4	0	7	-4
40	Cc1ccccc1CN1C(=O)c2ccccc2C1c1nnnn1Cc1ccccc1 (configuration not stated)	/	/	-11	/	-5

no.	CHRM5 PAM	M4 antag	CHRM5 agonist	M4 ag
31	-12	-9	5	7
32	6	-7	-1	2
33	-5	-1	-2	1
34	-10	-3	2	0
35	2	3	-2	0
36	-1	4	-2	0
37	1	-10	-1	2
38	-5	2	-3	0
39	-5	-1	-2	2
40	-12	-11	1	16

Sorted by the number under CHRM4 PAM (high to low): three from the list above
no.	structure	CRFR2-BP antag	CRFBP-R2 agonist	M5 antag	M1 PAM	CHRM4 PAM
34	O=C(Nc1nnc(-c2ccco2)o1)C1CCCCC1	-1	0.6	6	3	5
35	CCCCSc1nc2ccccc2n1CC(=O)O	-4	1.8	-2	4	3
40	Cc1ccccc1CN1C(=O)c2ccccc2C1c1nnnn1Cc1ccccc1 (configuration not stated)	/	/	-11	/	-5

no.	CHRM5 PAM	M4 antag	CHRM5 agonist	M4 ag
34	-10	-3	2	0
35	2	3	-2	0
40	-12	-11	1	16

Reformatted: entries from further up.
Below each SMILES – CRFR2-BP antag | CRFBP-R2 agonist | M5 antag | M1 PAM | CHRM4 PAM | CHRM5 PAM | M4 antag | CHRM5 agonist | M4 ag
22) COc1ccc(OC)c(N(CC(=O)Nc2cccnc2)S(=O)(=O)c2ccccc2)c1
    -4 | -0.9 | 2 | 1 | -4 | -7 | -13 | 2 | 11
23) CC(=O)c1c(-c2ccccc2)[nH]c2ccccc12
    4 | 0.5 | 17 | 2 | -4 | -10 | -1 | -1 | 7
24) CN(C)C(CNS(=O)(=O)c1ccc2ccccc2c1)c1ccccc1 (configuration not stated)
    -10 | -0.4 | -2 | 2 | -3 | 0 | -15 | -2 | 4
25) COc1ccc(NC2CCCN(C(=O)CCC(=O)c3ccc(F)cc3)C2)cc1 (configuration not stated)
    -12 | -2.7 | 17 | -6 | -12 | -10 | 9 | -1 | 7
26) COc1cccc(NC(=O)Cn2c(=O)n(C)c(=O)c3sc4c(c32)COC(C)(C)C4)c1
    -11 | -0.7 | -13 | 3 | -2 | 3 | -6 | 0 | 3
27) NC(=O)c1ccsc1NC(=O)CCS(=O)(=O)c1ccc(F)cc1
    -1 | 1.0 | 13 | -5 | -7 | -10 | 4 | 5 | 7

(further entries)
no.	structure	CRFR2-BP antag	CRFBP-R2 agonist	M5 antag	M1 PAM	CHRM4 PAM
41	Cc1cccc(-n2c(C)cc(C=C3C(=O)c4ccccc4C3=O)c2C)c1	-13	51*	-9	9	7
42	O=C(CSc1nnc(CCCN2C(=O)c3cccc4cccc(c34)C2=O)n1-c1ccccc1)N1CCN(CCO)CC1	6	-0.7	10	-5	5
43	O=C(O)C1CCCCC1C(=O)Nc1ccccc1Nc1ccccc1 (configuration not stated)	-27	2.4	1	3	-5
44	Cc1cnc(C(=O)OCC(=O)NCc2ccc3c(c2)OCO3)cn1	-1	1.5	-3	5	5
45	Cc1ccc(-c2cc(-c3nnc(SCC(=O)N(C)CCC#N)n3N)c3ccccc3n2)cc1	18	-2.2	-2	2	-5
46	COCCNC(=O)Cn1nc(C)c2ccccc2c1=O	-5	2.5	6	2	3
47	COc1ccccc1C(=O)NCCC(=O)N(C)Cc1ccc(C)o1	1	1.2	2	-4	1
48	CCc1nnc(NC(=O)CCC(=O)N2CCN(Cc3ccccc3)CC2)s1	3	-0.7	-1	-15	0
49	O=C(O)CSc1nnc(-c2ccc3c(c2)OCO3)n1-c1ccccc1	10	2.2	-5	8	-5
50	O=[N+]([O-])c1cccc(S(=O)(=O)N2CN(c3ccc(Br)cc3)c3nc4ccccc4nc32)c1	9	2.7	1	-3	6

no.	CHRM5 PAM	M4 antag	CHRM5 agonist	M4 ag
41	3	-8	2	1
42	-5	-6	-2	1
43	2	3	-9	-2
44	-1	-5	-5	1
45	-4	-4	-10	2
46	-2	-11	-6	0
47	-5	4	-1	1
48	-5	7	0	2
49	1	4	0	0
50	4	0	1	2

no.	structure	CRFR2-BP antag	CRFBP-R2 agonist	M5 antag	M1 PAM	CHRM4 PAM
51	COC(CNC(=O)c1ccc2c(=O)n(Cc3ccc(Cl)cc3)c(=S)[nH]c2c1)OC	0	-0.2	7	9	5
52	Cc1ccc(-n2ncc(C#N)c2/N=C/N2CCCCCC2)cc1	3	-0.7	3	-7	-5
53	COc1ccc2oc(C(=O)OC(C)C(=O)NCc3ccccc3)c(C)c2c1 (configuration not stated)	2	0.6	9	3	2
54	CSc1ccc(/C=N/NC(=O)c2ccc(C)c(C)c2)cc1	6	0.8	7	6	2
55	CCOC(=O)c1c(C)n(CC(O)CN(CC)CC)c2cc(Br)c(OC)cc12 (configuration not stated)	20	1.6	-1	13	11
56	O=C(O)c1cc([N+](=O)[O-])ccc1NCc1ccccc1Cl	26	-3.1	8	1	-2

no.	CHRM5 PAM	M4 antag	CHRM5 agonist	M4 ag
51	2	-2	-2	1
52	-20	-5	-12	-2
53	-2	-2	-3	4
54	-7	-6	-4	1
55	1	-11	1	2
56	4	-1	-4	2
